PABP1 MLLE inh: blocks PAM2 peptide binding to the PABP1 MLLE domain; AID 588489; inhibition, % at 20 µM; GST-MLLE / FITC-PAM2 fluorescence polarization; actives 0.36% (n = 360,000); P11940; in the data active means inhibition above about 35%, passing the limit was not always enough;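 further: plate controls were DMSO wells with GST-MLLE for no effect and wells lacking GST-MLLE protein for full effect; some results filed as inactive read as strong as hits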
CSN inh: inhibitors of human CSN-mediated cullin deneddylation; Q92905; Purified CSN, SCF-Nedd8-OG deneddylation, fluorescence polarization; inhibition, % at 12.5 µM; actives 0.38% (n = 360,000);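 active means pattern-corrected inhibition above about 35%, with an unprinted fluorescence ratio check between 0.5 and 1.5, limit read from the data, passing the limit was not always enough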;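 further: 0% = enzyme with substrate and 100% = substrate without enzyme; some results filed as inactive read as strong as hits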
Target sequence (Q92905 whole entry, looked up, one chain of several): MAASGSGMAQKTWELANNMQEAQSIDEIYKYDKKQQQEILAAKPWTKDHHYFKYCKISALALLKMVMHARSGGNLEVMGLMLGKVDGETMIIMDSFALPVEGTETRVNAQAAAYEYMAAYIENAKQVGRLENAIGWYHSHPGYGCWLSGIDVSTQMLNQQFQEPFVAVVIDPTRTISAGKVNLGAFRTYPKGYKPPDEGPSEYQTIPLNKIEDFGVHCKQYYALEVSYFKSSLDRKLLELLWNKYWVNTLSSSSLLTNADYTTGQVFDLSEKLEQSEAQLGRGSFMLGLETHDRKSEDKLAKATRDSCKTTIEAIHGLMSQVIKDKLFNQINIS
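Test system: purified human Csn5 enzyme expressed in HEK293T cells. Amount: 0.24 nM enzyme. Reagent: SCFSkp2-Nedd8OG substrate at 10 nM final. Schedule: 90 min incubation of compound, enzyme and substrate at room temperature. Detection: fluorescence polarization. Read-out: % inhibition of substrate cleavage by Csn5.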
Tb MetRS inh: blocks T. brucei methionyl-tRNA synthetase activity; purified T. brucei MetRS, ATP depletion, Kinase-Glo luminescence; inhibition, % at 11.9 µM; actives 0.4% (n = 360,000);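 active means inhibition above a per-plate cutoff of the control wells' mean inhibition plus 3 SD, cut at about 5.5% in these data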;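 further: 0% = DMSO wells median and 100% = median of wells with control inhibitor compound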
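Dosing: 11.9 µM compound single dose, 0.9% DMSO; Assay system: purified T. brucei MetRS enzyme; Measured by: Kinase-Glo luciferase luminescence reporting remaining unconsumed ATP; Schedule: 15 min plus 2 h at 25 °C.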
STEP inh: STEP (human) phosphatase inhibition. recombinant STEP, OMFP fluorogenic substrate, fluorescence. actives 0.25% (n = 360,000). inhibition, % at 20 µM. P54829;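 active means inhibition at 20 µM, scaled per plate between control wells, above about 37%, limit read from the data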;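 further: 0% = DMSO with enzyme and substrate and 100% = substrate only without enzyme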
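System: isolated STEP enzyme; schedule: 20 min enzyme reaction at room temperature, protected from light; medium: Bis-Tris buffer pH 6.0, 2.5 mM DTT, 0.005% Tween 20; signal: fluorescence, 480/540 nm; dosing: single compound dose of 20 µM, 1% DMSO final; also added: OMFP substrate, 25 µM final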
Scp-1 inhibitor: blocks human Scp-1 phosphatase activity; Q9GZU7; Recombinant Scp1, phosphopeptide, malachite green phosphate absorbance; inhibition, % at 20 µM; actives 0.88% (n = 340,000); AID 493091;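 active means inhibition above about 50% at 20 µM, limit read from the data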;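 further: plate controls were DMSO wells with enzyme for no effect and wells lacking enzyme for full effect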
Target sequence (Q9GZU7 76-261 limits assumed): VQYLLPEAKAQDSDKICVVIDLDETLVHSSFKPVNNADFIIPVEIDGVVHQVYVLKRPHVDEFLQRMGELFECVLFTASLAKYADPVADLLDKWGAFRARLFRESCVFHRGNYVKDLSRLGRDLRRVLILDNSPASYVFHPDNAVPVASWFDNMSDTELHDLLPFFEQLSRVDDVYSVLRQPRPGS
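Times: enzyme reaction 45 min at room temperature, colour 5 min, stabilisation 30 min. Material: SCP-1 catalytic fragment, aa 76-261. Medium: Acidic Tris acetate buffer with magnesium and detergent. Signal: colorimetric free-phosphate detection, absorbance 630 nm. Read-out basis: % inhibition of SCP-1 phosphate liberation. Reagent: Phosphorylated 17-residue peptide substrate.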
NadD inh: blocks S. aureus nicotinate mononucleotide adenylyltransferase | purified NadD enzyme, colorimetric absorbance read-out | inhibition, % at 20 µM | actives 0.78% (n = 360,000) | AID 602399; in the data active means inhibition above about 26%; further: some compounds past the cut are filed as inactive
DNMT1 block: DNMT1 (human) enzyme inhibition. P26358. DNMT1 molecular beacon, Hinp1I cleavage, fluorescence. inhibition (reported as % activation of signal), % at 10 µM. actives 0.83% (n = 360,000). AID 588458; in the data active means inhibition above about 50%
Rpn11 inh: blocks the human proteasome subunit Rpn11 | calls only at 20 µM | AID 588493 | actives 0.59% (n = 360,000) | human 26S proteasome, Ub4-pepOG fluorescence polarization; 20S core pre-blocked with epoxomicin | O00487;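 active means inhibition at 20 µM, scaled to each plate's controls, above about 33%, limit read from the data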
LMPTP inh: blocks human LMPTP phosphatase; recombinant LMPTP-A, OMFP fluorogenic substrate, fluorescence intensity; inhibition, % at 20 µM; actives 0.22% (n = 360,000);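 active means compounds that cut the enzyme signal by at least half of the control window in the single-dose screen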;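 further: plate controls were DMSO wells with enzyme plus substrate for no effect and substrate without enzyme for full effect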
Target sequence (P24666 whole entry, looked up): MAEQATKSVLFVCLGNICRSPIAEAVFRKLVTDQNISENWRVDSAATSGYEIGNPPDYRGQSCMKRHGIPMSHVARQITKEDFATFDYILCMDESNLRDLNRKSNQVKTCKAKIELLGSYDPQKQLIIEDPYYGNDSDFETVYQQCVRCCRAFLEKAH
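Assay system: LMPTP-A phosphatase enzyme | Input: 0.625 nM enzyme | Also added: Fluorogenic phosphatase substrate OMFP at 400 µM final | Compound dosing: One test concentration per compound, 20 µM, with 3% DMSO overall | Schedule: 50 min enzyme reaction at room temperature, protected from light | Signal: Fluorescence intensity | Benchmarks: no-enzyme and uninhibited controls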
SUMO1-SIM PPI: modulators of human SUMO1-mediated protein-protein interactions; SUMO1 binding to a labelled peptide, TR-FRET, 1 h; inhibition, % at 20 µM; actives 0.33% (n = 360,000); in the data active means inhibition above about 37%
Target sequence (P63165 whole entry, looked up): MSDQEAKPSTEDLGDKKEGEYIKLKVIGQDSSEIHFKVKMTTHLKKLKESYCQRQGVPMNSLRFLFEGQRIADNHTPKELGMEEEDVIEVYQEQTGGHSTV
Numbers without * were called inactive; i = inactive; nt = no result given. No enrichment for hits; about 3.6% have a hit in one of these screens.

mol	PABP1 MLLE inh	NadD inh	DNMT1 block	CSN inh	SUMO1-SIM PPI	Scp-1 inhibitor	LMPTP inh	Tb MetRS inh	Rpn11 inh	STEP inh
COc1cc(C(=O)N2CCC(N3CCCCCC3)CC2)cc(OC)c1OC	7	-2	-3	4	9	-10	-4.1	-0.6	i	0
COCCCn1c(SCC(=O)Nc2sc3c(c2C#N)CCCC3)nnc1-c1ccncc1	29	6	-3	7	1	3	1.0	-1.2	i	4
COc1ccccc1NC(=O)Nc1ccccc1SC	6	-4	1	2	0	-5	-1.1	-0.9	i	-5
O=C(CC[C@H]1O[C@@H](n2ccc(=O)[nH]c2=O)[C@H](O)[C@@H]1O)N[C@H](Cc1ccccc1)C(=O)NCc1cccs1	8	-7	1	-6	-3	nt	-2.3	-0.9	i	1
COc1cccc(/C=N/NC(=O)c2cccc(N3CCCC3=O)c2)c1	4	-2	3	2	-8	1	-1.3	0.5	i	0
O=C1C=C(c2cccc(Cl)c2)C[C@@H](c2ccc3c(c2)OCO3)C1	-3	-2	9	1	-13	-11	1.5	0.4	i	2
Cc1ccc(Nc2nc(N)c([N+](=O)[O-])c(NCc3ccco3)n2)cc1C	7	3	-6	-3	-2	-4	1.6	-0.4	i	2
CCc1ccc(NC(=O)CCC(=O)Nc2nnc(C(C)C)s2)cc1	-10	-8	0	0	-3	16	0.2	0.6	i	0
CCCc1cc(=O)[nH]c(SCC(=O)Nc2ccccc2C#N)n1	25	-1	2	0	3	-3	-0.4	0.0	i	5
NNC(=O)COc1ccc(C2SCCS2)cc1	-5	-2	4	-3	0	2	-1.7	-1.4	i	-1
Cc1ccccc1C(=O)NNC(=O)c1ccncc1	-4	4	2	-3	0	-5	-1.2	-0.6	i	-4
Cc1cc(C)cc(C(=O)Nc2nnc(SCC(=O)N3CCCc4ccccc43)s2)c1	-41	-1	-2	-8	3	-9	0.1	-0.3	i	0
CO/N=C(\c1ccccc1)c1cccnc1	10	4	4	6	1	-8	0.8	-0.7	i	4
CSc1ccccc1NC(=O)Cc1ccccc1	6	-4	0	-3	3	-10	-0.8	0.5	i	-4
COc1ccc(C2=NN(C(=O)CSc3nc4ccccc4s3)C(c3ccc(F)cc3)C2)cc1 (centres undefined)	3	-3	2	-9	1	-12	4.6	0.1	i	3
CN(Cc1ccccc1)S(=O)(=O)c1ccc2c(c1)n(C)c(=O)c(=O)n2C	13	-2	1	-1	-9	-7	-0.3	0.3	i	1
CCCC(C)C(=O)Nc1nc(C)c(-c2csc(Nc3ccccc3OC)n2)s1 (centres undefined)	5	17	-23	11	2	0	1.6	-0.1	i	0
Cc1csc(NC(=O)C(C)Oc2ccc(Br)cc2)n1 (centres undefined)	4	1	4	-3	0	-10	0.3	0.2	i	3
CSCC[C@H](NC(=O)c1ccc2c(c1)OCO2)c1nnc2ccccn12	9	-1	0	5	-2	10	-1.0	0.3	i	-2
O=[N+]([O-])c1ccc(C(S(=O)(=O)Cc2ccccc2)S(=O)(=O)Cc2ccccc2)cc1	-14	-6	-12	6	-18	nt	-0.9	-0.2	i	7
Cc1ccc(NS(=O)(=O)c2ccc(-c3coc(C)n3)cc2)c(C)c1	-1	-1	1	0	2	-8	1.4	0.2	i	-2
CS(=O)(=O)c1cccc(C(=O)NCc2ccc(F)cc2)c1	16	4	-1	4	-2	0	-3.2	-0.4	i	9
COC(=O)Nc1ccc(S(=O)(=O)NNC(=O)c2c(O)c3ccccc3n(C)c2=O)cc1	-5	9	2	-4	13	-9	4.0	-0.1	i	1
Cc1cccc(C)c1NC(=O)C1(C)CN(S(C)(=O)=O)CC(=O)N1CCc1c[nH]c2ccccc12 (centres undefined)	nt	nt	nt	-5	0	nt	-0.9	-0.7	nt	nt
C=C(C)c1cccc(C(C)(C)NC(=O)Nc2nncs2)c1	24	-5	-1	0	0	6	-1.3	0.2	i	-3
CC(C)(Oc1ccc(Cl)cc1)C(=O)NCc1ccncc1	5	-4	15	5	2	-8	-1.1	0.7	i	-1
CCCCNC(=O)C1(C)CCC(=O)N1C1CCN(Cc2ccccc2)CC1 (centres undefined)	0	-4	5	1	3	nt	0.1	-1.3	i	-1
CN1C(=O)c2ccccc2N(C)C1c1ccc(F)cc1 (centres undefined)	-1	-2	-1	-5	4	-5	0.4	0.2	i	2
O=C(CCC(=O)N1CCOc2ccccc21)N1CCOCC1	9	-5	2	0	3	-1	-1.0	-0.6	i	-2
CCOC(=O)C1CCN(C(=O)c2ccc(NC(=O)C3CCCO3)cc2)CC1 (centres undefined)	2	-1	2	1	1	-6	-2.1	-0.4	i	-1
O=C1Cc2cc(S(=O)(=O)N3CCN(c4ccccc4)CC3)ccc2N1	9	10	-11	2	4	10	0.5	-1.0	i	-2
Cc1cc(NC(=O)C(C)SCC(=O)OC(C)C(=O)Nc2ccc(F)cc2Cl)no1 (centres undefined)	-4	-6	0	-1	-3	-8	0.3	-0.1	i	0
O=C1CC(c2ccc(S(=O)(=O)N3CCCCC3)cc2)CN1 (centres undefined)	-2	-5	0	-2	2	-6	-1.0	0.0	i	-2
CC1(C)CC(=O)C(C=NCCO)=C(O)C1	2	2	3	3	1	-7	-2.4	-1.9	i	2
CCOC(=O)NCc1ccc2[nH]c(C)cc2c1	3	-1	-13	0	-23	2	3.1	-0.7	i	1
CC(=O)Nc1ccc(C=NNc2ccc([N+](=O)[O-])cc2S(=O)(=O)Nc2ccccc2C(=O)O)cc1	-42	14	-27	12	12	5	2.2	0.1	i	-2

Part of the list above, with two lines to a compound:
Results follow in this order: PABP1 MLLE inh	NadD inh	DNMT1 block	CSN inh	SUMO1-SIM PPI	Scp-1 inhibitor	LMPTP inh	Tb MetRS inh	Rpn11 inh	STEP inh
- Cc1cc(NC(=O)C(C)SCC(=O)OC(C)C(=O)Nc2ccc(F)cc2Cl)no1 (centres undefined)
 : -4	-6	0	-1	-3	-8	0.3	-0.1	i	0
- Cc1cc(C)cc(C(=O)Nc2nnc(SCC(=O)N3CCCc4ccccc43)s2)c1
 : -41	-1	-2	-8	3	-9	0.1	-0.3	i	0

The list goes on:
mol	PABP1 MLLE inh	NadD inh	DNMT1 block	CSN inh	SUMO1-SIM PPI	Scp-1 inhibitor	LMPTP inh	Tb MetRS inh	Rpn11 inh	STEP inh
CC1(C)CC(=O)/C(=C\c2cccc([N+](=O)[O-])c2)C(C)(C)N1	3	5	1	2	-1	4	-0.2	0.1	i	-1
COc1ccc(CN(C2CCCC2)S(=O)(=O)c2ccc(-n3cnnn3)c(OC)c2)cc1OC	-6	-1	-1	-1	3	-5	-2.2	-0.9	i	-1
CC(OC(=O)CNC(=O)C1CCCCC1)C(=O)NCc1ccccc1 (centres undefined)	4	0	-1	0	6	-10	-1.5	0.2	i	0
C/C(CC(=O)Nc1ccccc1C#N)=N\NC(=O)c1ccncc1	-8	-3	82*	-3	3	-7	-1.0	-0.8	i	-2
CCn1c(O)c(C2=NCCCC2)c2ccccc21	2	-1	3	-3	-3	-1	-1.6	-1.4	i	6
O=C(COC(=O)c1ccc(OC(F)F)cc1)NC(=O)NC1CCCC1	1	-11	-1	-4	-3	-7	0.9	-0.1	i	-2
COc1cc(/C=N/NC(=S)Nc2cccc(S(=O)(=O)N(C)C)c2)ccc1O	34	0	-2	5	10	-4	0.4	-1.2	i	-2
Cc1ccc(-n2ncc3c(=O)n(CC(=O)NCc4ccco4)cnc32)cc1C	9	0	1	7	-1	0	-0.2	-0.3	i	2
COc1cc2c(cc1NC(=O)CSc1nnnn1-c1ccccc1)oc1ccccc12	2	3	52*	4	-1	-4	-1.0	0.2	i	-2
CCCC#Cc1ccc2c(c1)O[C@H](CN(C)C(=O)CC1CC1)[C@H](C)CN([C@@H](C)CO)S2(=O)=O	-11	1	4	-4	8	nt	0.4	0.0	i	0
Cc1ccc(C(=O)c2c(NC(=O)CSc3nnc(N)s3)sc3c2CCCC3)cc1	15	27	-2	3	-4	7	2.8	-1.2	i	4
COc1ccc(OC)c(-c2cc(C(=O)Nc3cccc(Cl)c3)no2)c1	-1	-10	6	2	4	-8	4.1	-0.3	i	0
COc1ccc(/C(N)=N/OC(=O)c2cccc([N+](=O)[O-])c2)cc1	-4	-6	3	-2	-4	-12	1.3	-0.1	i	-6
CCCCN(CCCC)CC(O)CN1C(=O)NC(C)(C)C1=O (centres undefined)	4	0	2	0	-3	-2	-1.4	0.1	i	4
CC(C)c1ccc(/C=C(\NC(=O)c2ccccc2)C(=O)NCCN2CCOCC2)cc1	-9	-6	0	-3	-12	nt	1.4	-0.6	i	-1
CN1CCN(c2ccccc2NC(=O)c2ccc(N3CCCC3)c([N+](=O)[O-])c2)CC1	3	-7	-3	-5	-38	-5	2.8	2.3	i	-2
CC(C)(C)OC(=O)N1CCN(C(=O)c2[nH]cnc2C(=O)NCc2ccccc2)CC1	-3	-3	2	-6	4	0	-4.8	-0.1	i	0

High-throughput results as filed in PubChem.
